Screens (PubChem BioAssay)
PTAP TSG101 blk: qHTS Assay for Iinhibitors of HIV-1 Budding by Blocking the Interaction of PTAP/TSG101. Potency, µM (series often up to 115 µM), without a hit: top-dose activity change, negative = inhibition, hits mostly inhibitors. Tumor susceptibility gene 101 protein (Homo sapiens), Q99816. Fluorescence polarization, FITC-PTAP peptide / Tsg101 binding. 340,000 tested, under 10 active. AID 493005, 2010; active = well fitted inhibition curve with a large enough effect in the main read-out, with a control signal flat, not every such curve was filed as active; inconclusive = small, poorly fitted or top-dose-only effect, or effect the other way, or a change in a side signal; inactive = no such curve, though single readings can be large or run the other way; also: potency is read from the fitted curve at half-maximal effect; % of control where 0% means no effect
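Fluorescence polarization binding of Tsg101 binding domain (10 uM final) to FITC-labeled PTAP peptide (50 nM final) in HEPES pH 7.5 buffer with NaCl, Tween 20, EDTA, TCEP. Compounds added before peptide; binding 20 min at RT.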
Tb PFK block: qHTS Assay to Find Inhibitors of T. brucei phosphofructokinase; T. brucei PFK, ADP-Glo luminescence; Potency, µM (titrated, usually from 57.5 µM), for the others: at the highest dose activity, negative = inhibition, actives largely listed as inhibitors; hit rate 0.17% among 330,000; AID 485367, 2010;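 also: potency is read from the fitted curve at half-maximal effect; 0% = uninhibited 1x PFK enzyme wells and -100% = no-enzyme wells; nearly all actives have a fitted effect of over 60% in size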
Target sequence (O15648 whole entry, looked up): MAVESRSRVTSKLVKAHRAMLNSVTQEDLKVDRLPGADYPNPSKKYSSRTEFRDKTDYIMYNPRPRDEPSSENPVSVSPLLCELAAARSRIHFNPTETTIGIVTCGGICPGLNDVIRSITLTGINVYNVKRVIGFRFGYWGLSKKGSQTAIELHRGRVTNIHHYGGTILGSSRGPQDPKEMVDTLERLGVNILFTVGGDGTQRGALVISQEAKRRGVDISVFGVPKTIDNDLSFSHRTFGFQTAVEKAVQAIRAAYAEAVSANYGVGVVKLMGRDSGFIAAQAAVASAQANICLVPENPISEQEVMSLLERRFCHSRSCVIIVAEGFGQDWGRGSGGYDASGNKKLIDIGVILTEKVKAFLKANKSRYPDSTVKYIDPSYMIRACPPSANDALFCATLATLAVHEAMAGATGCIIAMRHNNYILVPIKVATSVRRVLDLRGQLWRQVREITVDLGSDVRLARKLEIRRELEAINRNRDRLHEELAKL
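Compounds were pin-transferred as a titration series up to 57 uM into substrate buffer (0.5 mM F6P, 0.1 mM ATP, pH 8.0), then 1.25 nM PFK was added and reactions ran 45 min before ADP-Glo detection.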
ASM inhibitor: Inhibitors of Secretory Acid Sphingomyelinase (S-ASM): qHTS; Sphingomyelin phosphodiesterase (Homo sapiens), P17405; placental ASM, HMU-PC fluorogenic substrate, 60 min; Potency, µM (doses to about 57.5 µM), for inactives: at the highest dose activity change, negative = inhibition, hits mostly inhibitors; hit rate 0.006% among 340,000; AID 504937, 2011; also: potency is read from the fitted curve at half-maximal effect
Target sequence (P17405 47-631 limits assumed): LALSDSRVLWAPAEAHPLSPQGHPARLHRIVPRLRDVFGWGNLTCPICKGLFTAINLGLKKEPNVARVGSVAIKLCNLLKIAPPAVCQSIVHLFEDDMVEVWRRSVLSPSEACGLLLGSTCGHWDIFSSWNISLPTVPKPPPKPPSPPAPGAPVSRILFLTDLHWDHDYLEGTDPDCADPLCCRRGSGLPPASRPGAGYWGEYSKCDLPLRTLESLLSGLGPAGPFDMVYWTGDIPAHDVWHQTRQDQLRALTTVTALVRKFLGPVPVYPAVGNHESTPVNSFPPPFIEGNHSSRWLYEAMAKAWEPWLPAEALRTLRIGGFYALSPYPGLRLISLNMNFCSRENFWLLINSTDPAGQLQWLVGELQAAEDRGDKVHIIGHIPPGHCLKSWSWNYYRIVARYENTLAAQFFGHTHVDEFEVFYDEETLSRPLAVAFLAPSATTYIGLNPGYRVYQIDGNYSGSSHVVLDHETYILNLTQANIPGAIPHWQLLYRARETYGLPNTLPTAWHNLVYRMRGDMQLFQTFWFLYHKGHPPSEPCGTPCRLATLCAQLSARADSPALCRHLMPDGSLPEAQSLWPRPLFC
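Fluorescence read-out (Ex 386 nm, Em 447 nm) after stopping the reaction at pH 10. Enzyme: ASM from human placenta; substrate HMU-PC0, 9 uM final; 60 min, 37 °C. Compound preincubation 10 min, ambient temperature.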
BCR signal inh: qHTS Assay to Find Inhibitors of Chronic Active B-Cell Receptor Signaling; ABC-DLBCL IkBa-CBG/CBR reporter, luminescence ratio, 4 h; Potency, µM (doses to about 46.1 µM), for the others: at the highest dose ratio change, negative = lower green/red ratio, usual class: inhibitors; AID 493014, 2011; hit rate 0.05% among 340,000; active = well fitted inhibition curve with a large enough effect in the signal ratio, with a control signal flat, not every such curve was filed as active; inconclusive = small, poorly fitted or top-dose-only effect, or effect the other way, or a change in a side signal; the % refers to the signal ratio;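 also: potency is read from the fitted curve at half-maximal effect; plate controls were basal doxycycline-induced cells for no effect and cells given 10 µM MG132 for full effect; MG132 reads +100%, hits lower the ratio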
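TMD8 ABC-DLBCL cells carrying doxycycline-inducible green luciferase fused to IkappaBalpha plus unfused red luciferase were exposed to compounds (up to 46 uM) for 4 hrs at 37C. Activity came from the overlap-corrected green/red luminescence ratio.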
TSHR antag: Antagonists of the Thyroid Stimulating Hormone Receptor: HTS campaign. Thyrotropin receptor (Homo sapiens), P16473. TSHR-expressing cells, TSH-stimulated cAMP HTRF, 2 h; active compounds read low. activity change, negative = inhibition, % at 11.5 µM. hit rate 0.2% among 330,000. AID 504810, 2011;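 active = activity change below a set negative limit, meaning inhibition stronger than a set level, cut at about -70% in these data; inconclusive = activity change between two set negative limits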; also: % is scaled to controls: 0 for no effect and ±100 for the full control effect
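Inhibition of cAMP made by TSHR-expressing cells under TSH stimulation (4nM final, EC80; 2 h, 37 deg C) is quantified with a one-step lysis HTRF kit, anti-cAMP cryptate versus cAMP-d2.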
Mito fusion act: qHTS Assay for Small Molecule Inhibitors of Mitochondrial Division or Activators of Mitochondrial Fusion; Potency, µM (titrated, usually from 46.1 µM), for the others: top-dose growth rescue (activation), most hits filed as activators; S. cerevisiae fusion-defective mutant growth rescue, CellTiterGlo 48 h; hit rate 0.23% among 320,000;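 also: potency is read from the fitted curve at half-maximal effect; % of control where 0% means no effect; nearly all actives have a fitted effect of over 45% in size; temperature-sensitive fusion mutants such as fzo1-1 at 37 °C on non-fermentable ethanol glycerol medium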
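Compounds are tested for their ability to restore growth of mitochondrial fusion-defective yeast strains at non-permissive 37C in YPEG medium over 48 hours. Viability is quantified by luciferase luminescence.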
Eya2 phos inh: qHTS Assay for Inhibitors of the Phosphatase Activity of Eya2 | Protein phosphatase EYA2 (Homo sapiens), O00167 | recombinant Eya2, OMFP fluorescence dephosphorylation (OMFP is methylfluorescein phosphate) | Potency, µM (doses to about 76.9 µM), without a hit: at the top dose activity, negative = inhibition, usual class: inhibitors | hit rate 0.006% among 330,000; also: potency is read from the fitted curve at half-maximal effect; % is scaled to controls: 0 for no effect and ±100 for the full control effect
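Eya2 (0.2 uM) preincubated 10 min at ambient with compound, then OMFP substrate added at 50 uM; 10 min reaction in 50 mM HEPES pH 7.5, 50 mM NaCl, 5 uM MgCl2, 0.05% BSA, 1 mM DTT. Fluorescence read at Ex 485/Em 525 nm.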
a7 integrin act: qHTS for Activators of Integrin-Mediated Alleviation for Muscular Dystrophy; Potency, µM (doses to about 38.3 µM), without a hit: at the top dose activation, actives largely listed as activators; hit rate 0.064% among 350,000; alpha7betagal myoblasts, beta-gal FDG fluorescence, 48 h; AID 624291, 2012;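 also: potency is read from the fitted curve at half-maximal effect; 100% = response of the positive control SU9516; nearly all actives have a fitted effect of over 60% in size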
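alpha7betagal+/- myoblasts (passage 13, 250/well) treated 48 h at 37C with compounds at 1:260 dilution of DMSO stock. Lysed, then beta-galactosidase activity read as FDG fluorescence (ex 480/em 540) after 30 min, with pre-read for autofluorescence.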
TCR activator: Activators of T cell receptors: qHTS campaign; primary human leukocytes, anti-CD3, IL-2 HTRF, 48 h; Potency, µM (highest dose often 9.22 µM), without a hit: at the top dose activation of IL-2 secretion, hits mostly activators; 330,000 tested, under 10 active; AID 504894, 2011; also: % of control where 0% means no effect
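TCR engagement came from a-CD3 beads alone, with compounds added to primary human leukocytes for 48 hr. Secreted IL-2 bridged europium cryptate- and d2-labelled anti-IL-2 antibodies, giving FRET emission at 665nm after 320nm excitation.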
AT treatment: qHTS Assay for Identifying a Potential Treatment of Ataxia-Telangiectasia; AID 485349, 2010; […] A-T fibroblasts, KAP-1 phosphorylation AlphaLISA; neocarzinostatin DNA damage 30 min before lysis; hit rate 0.19% among 320,000; Potency, µM (doses to about 57.5 µM), for the others: top-dose activation, hits mostly activators; also: potency is read from the fitted curve at half-maximal effect; % of control where 0% means no effect; nearly all actives have a fitted effect of over 45% in size
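hTERT-immortalized A-T patient fibroblasts ([…]), 500 cells/well in OPTI-MEM, 1% FBS, got compounds for 60 min, then NCS for 30 min at 37C. Lysates were then assayed for phospho-KAP-1 by AlphaLISA (anti-pKAP1 donor, anti-KAP1 acceptor beads), 6 hr at 25C.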
ELG1 DNA repair: qHTS screen for small molecules that inhibit ELG1-dependent DNA repair in human embryonic kidney (HEK293T) cells expressing luciferase-tagged ELG1. HEK293T ELG1-luciferase reporter, luminescence, 16 h; DNA damage induced by 5-fluorouridine. Potency, µM (titrated, usually from 46.1 µM), for the others: top-dose activity change, negative = inhibition, usual class: inhibitors. hit rate 2.3% among 330,000; also: potency is read from the fitted curve at half-maximal effect; % is scaled to controls: 0 for no effect and ±100 for the full control effect; nearly all actives have a fitted effect of over 55% in size
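HEK293T cells expressing luciferase-tagged ELG1 (2,000/well) received 5-Fluorouridine plus compound or DMSO for 16 hr at 37 °C. Luciferase was read by ONE-Glo luminescence after 30 min at room temperature.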
Numbers without * were called inactive; ? = inconclusive; / = no result given; [ ] = another dose, or the depositor's remark. Unless noted, calls follow the shape of the dose curve; as a rule, active = well fitted curve in the direction sought with a large enough effect; inconclusive = small, poorly fitted or top-dose-only effect, or another doubt; inactive = no such curve, though single readings can be large; an effect the other way counts as inactive or inconclusive.

SMILES	PTAP TSG101 blk	Tb PFK block	ASM inhibitor	BCR signal inh	TSHR antag	Mito fusion act	Eya2 phos inh	a7 integrin act	TCR activator	AT treatment	ELG1 DNA repair
Cc1c(CCO)c(=O)n(-c2ccccc2)n1S(=O)(=O)c1c(Cl)cc(Cl)cc1Cl	3%	-3%	-1%	?	-11	2%	-29%	11%	1%	1%	-5%
CCOC(=O)c1sc(=S)n(-c2ccccc2Cl)c1SC	-3%	3%	3%	-4%	21	2%	-1%	1%	-8%	8%	-4%
O=C(O)Cc1cn(Cc2ccc(F)cc2)c2ccccc12	-7%	-4%	8%	11%	-2	2%	7%	23%	6%	4%	-2%
CC(C)(C)c1ccc(C(=O)O)c(C(=O)c2ccc(C(=O)O)cc2)c1	-3%	2%	8%	?	2	6%	10%	5%	-2%	-4%	18%
O=C(CN1C(=O)NC2(CCc3ccccc32)C1=O)c1ccccc1 (stereo not given)	-1%	1%	-1%	0%	7	-2%	5%	15%	2%	6%	-11%
N/C(Cc1ccccc1)=N\OC(=O)c1cccc2ccccc12	-2%	-5%	-2%	?	-13	-57%[inhibitor]	-1%	-16%	1%[46.1 µM]	10%	?
CCN(CC)CCNc1c2c(c(C#N)c3nc4ccccc4n13)CCCC2	2%	0%	343%[activator]	?	-4	-16%	-7%	-59%[inhibitor]	/	2%	-1%
O=[N+]([O-])c1cccc(/C=N/n2c(C3CCCCC3)n[nH]c2=S)c1	0%	-2%	-2%	5%	-11	11%	-4%	-10%	1%[46.1 µM]	-3%	12%
COC(=O)c1ccccc1NC(=O)CSc1nc(C)cc(C)n1	-11%	-1%	-1%	3%	0	-8%	-22%	-5%	0%	2%	0%
O=C(NCCO)c1nc(C(=O)c2ccc(Cl)cc2)c2ccccc2n1	/	8%	0%	-12%	6	3%	-3%	5%	2%	7%	-1%
NC(=O)CC(NC(=O)c1ccccc1)c1ccc(N2CCCCCC2)c([N+](=O)[O-])c1 (stereo not given)	-2%	1%	-9%	-21%	-5	1%	7%	-14%	8%	4%	7%
COc1ccc(-c2csc(NC(=O)CCn3cnc4ccccc4c3=O)n2)cc1OC	-6%	1%	-5%	-5%	11	-4%	-15%	-7%	-1%	0%	7.3µM*
O=C(c1ccc(F)cc1)N1CCCCC(S(=O)(=O)c2ccccc2)C1=O (stereo not given)	-2%	0%	3%	4%	8	/	3%	-28%	-2%[46.1 µM]	-1%	5%
O=C(Cc1ncc(C(F)(F)F)cc1Cl)Nc1cccc(Br)c1	-11%	1%	0%	5%	8	4%	-17%	35%	8%	12%	7%
COC(=O)c1cccc(NC(=O)CSc2nnc(COc3cccc(C)c3)n2C)c1	-2%	-2%	-2%	?	-17	1%	1%	7%	9%	4%	-3%
CCOc1ccc(N(CC(=O)Nc2cc(C)cc(C)c2)S(C)(=O)=O)cc1	1%	-1%	-2%	-2%	-73*	2%	-3%	-4%	2%	5%	8%
CC(=O)Nc1ccc(/C=N/Nc2nc3ccccc3[nH]2)cc1	-1%	-1%	-5%	?	-8	2%	1%	1%	6%[46.1 µM]	2%	?
O=C(Nc1cccc(C(=O)NC2CC2)c1)c1ccc(Cl)c(S(=O)(=O)N2CCOCC2)c1	-2%	0%	0%	-1%	-2	-1%	-14%	25%	-6%	13%	13µM*
CN1CCN(C(=S)c2ccc(-c3cccc(Cl)c3Cl)o2)CC1	3%	-1%	-11%	?	0	?	-3%	0%	8%[46.1 µM]	3%	?
O=C(CSc1nnnn1C1CC1)N1CCN(Cc2ccccc2F)CC1	-5%	-8%	2%	3%	-5	0%	-7%	-25%	1%	8%	7%
COc1ccc(Br)cc1/C=N/NC(=O)CN1CCCCC1	-1%	?	0%	2%	-122*	4%	8%	-15%	-5%	7%	2%
CCN(CC(=O)Nc1ccc(NC(C)=O)cc1)C(=O)/C=C/c1c(C)nn(-c2ccc(F)cc2)c1C	0%	1%	0%	-1%	-7	-1%	-12%	1%	-1%	5%	8.2µM*
CCOC(=O)C1=C(C)NC2=C(C(=O)CC(C)(C)C2)C1c1ccc(N(C)C)cc1 (stereo not given)	-3%	-9%	75%[activator]	?	2	-1%	-25%	-9%	2%	-1%	0%
O=C(CN1C(=O)NC2(CCCCCC2)C1=O)NCCc1ccc(F)cc1	-1%	-1%	3%	4%	10	-1%	19%	5%	-3%	-11%	11%
O=[N+]([O-])c1ccc(N2CCN(c3ccc(Cl)nn3)CC2)c(Cl)c1	-4%	-7%	-8%	19%	13	1%	13%	10%	-6%	9%	-5%
SMILES	PTAP TSG101 blk	Tb PFK block	ASM inhibitor	BCR signal inh	TSHR antag	Mito fusion act	Eya2 phos inh	a7 integrin act	TCR activator	AT treatment	ELG1 DNA repair
CCOC(=O)C1=C(CS(=O)(=O)c2ccc(C)cc2)NC(=O)NC1c1ccc(O)c(OC)c1 (stereo not given)	-4%	2%	0%	?	21	-1%	-23%	-10%	2%	16%	-10%
Cc1ccc(S(=O)(=O)N2CCN(C(=O)CN3CCc4ccccc4C3)CC2)cc1	/	-14%	7%	0%	6	0%	8%	-18%	/	-7%	?
O=C(c1ccc2c(c1)N(Cc1ccccc1)C(=O)CS2)N1CCOCC1	-4%	-4%	-3%	4%	14	5%	-7%	3%[7.66 µM]	10%	7%	2%
CC(C)(C)c1ccc(OC(=O)N2CCOCC2)cc1	1%	0%	-2%	?	2	2%	4%	6%	15%	4%	?
COc1cc(C(=O)OC(C)C(=O)N2CCCC2)cc2c1OCCO2 (stereo not given)	-3%	4%	-3%	?	-5	-4%	-18%	11%	9%	0%	15%
Cc1cc(NC(=O)CCC(=O)N(CCC(C)C)C(C(=O)NCC2CCCO2)c2ccccc2C)no1 (stereo not given)	-1%	0%	1%	1%	-1	3%	-14%	0%	-7%	-1%	-4%
COc1ccc(NC(=S)NC(=O)/C=C/c2ccc(F)cc2)cc1	-2%	1%	0%	-4%	19	-26%	11%	-20%	-12%	-5%	-2%
O=[N+]([O-])c1ccccc1/C=N\N1CCN(c2ccccc2)CC1	0%	-7%	-5%	-23%	1	-4%	-6%	?	-5%	3%	?
Cc1cc(C)c(S(=O)(=O)N2CCCOC2CNC(=O)C(=O)NCc2cccs2)c(C)c1 (stereo not given)	-11%	-2%	1%	-1%	9	1%	-3%	17%	-2%[46.1 µM]	-2%	?
CC(C)(C)CC(=O)Nc1cc(S(=O)(=O)N2CCCCCC2)ccc1Cl	0%	1%	2%	1%	0	-1%	-6%	-17%	3%[46.1 µM]	0%	-4%
COc1cc(CN(C)CC(=O)c2[nH]c(C)c(C(C)=O)c2C)ccc1OC(F)F	3%	0%	3%	?	-4	2%	9%	-31%	2%	-5%	?
COc1cc(NC(=O)COc2cccc3c2OC(C)(C)C3)cc(OC)c1OC	0%	-1%	2%	-3%	-22	3%	-12%	?	-5%	-1%	13µM*
O=C(Nc1nnc(SCc2cccnc2)s1)C1CC(=O)N(c2ccccc2)C1 (stereo not given)	-1%	4%	-1%	-2%	-7	-1%	0%	-14%	-9%	3%	1%
CCN(Cc1ccncc1)C(=O)c1ccc2c(c1)S(=O)(=O)c1ccccc1C2=O	-5%	-4%	-9%	-1%	-6	-2%	11%	13%	10%	0%	0%
O=C(c1cccs1)N1CCN(Cc2cccc([N+](=O)[O-])c2)CC1	3%	-18%	9%	-7%	-11	-7%	-2%	-2%	-5%[46.1 µM]	5%	?
